# Screens: PubChem, several laboratories
# T cell HTS: T cell immune modulation candidate | hit rate 0.068% among 330,000 | 2C CD8+ T cell-vesicle binding, flow cytometry; active compounds read low | calls only at 7 µM;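 active = response, share of CD8 T cells binding vesicles, and their 90th percentile fluorescence all below set limits, cut at about 80% in these data, passing the limit was not always enough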
#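 Read-out – percent CD8+ FL2 mean versus row control · System – murine 2C transgenic CD8+ T lymphocytes · Times – 1.5 h cell–vesicle binding at 37 °C, then 20 min icy labelling · Control set – naked vesicles low, QL9 vesicles with vehicle high · Detection – cytometric PE anti-B7-1 and Alexa647 anti-CD8 signals after 1% paraformaldehyde fixation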
# PhoP inhibition: PhoP-dependent GFP reporter repression – Salmonella Typhimurium, primary screen (AID 1863). S. Typhimurium PhoP-regulated promoter GFP reporter, 4 h; higher % means a stronger effect. inhibition, % at 50 µM; hits with a dose series show IC50 in µM. hit rate 0.16% among 300,000;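 active = inhibition over 29.93%, a cutoff 3 SD above the screen mean, later confirmed by dose response; inconclusive = inhibition over 29.93% but no dose response follow-up; inactive = inhibition at most 29.93% or unconfirmed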;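 note: 0% = low Mg2+ inducing control and 100% = high Mg2+ repressing control; strong numbers were not always called active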
# SV40 large T antigen: TAg ATPase/helicase activity blockers – biochemical (AID 1903); SV40 large T antigen ATPase/helicase inhibition assay; higher % means a stronger effect; inhibition, % at 20 µM, or IC50 in µM where a hit was titrated; hit rate 0.39% among 310,000; in the data active = a potency from the dose series; inconclusive = inhibition mostly from about 32% at the one dose, without a potency; inactive = the rest, 99 in 100 with inhibition below about 32%; note: strong numbers were not always called active
# NTR1 agonist: agonists of NTR1, primary screen, imaging, U2OS cells, beta-arrestin-GFP, high content (AID 493036); P30989; NTR1-U2OS beta-arrestin-GFP spot imaging, agonist mode; activation, % at 20 µM; hit rate 0.17% among 330,000;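 active = activation at or above 40% of the spot to cytoplasm intensity ratio, with at least 20 cells analyzed; inconclusive = wells under 20 cells, flagged as cytotoxic or low count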;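 note: 0% = DMSO without peptide and 100% = 100 nM NTR1 peptide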
# Target sequence (P30989 whole entry, looked up): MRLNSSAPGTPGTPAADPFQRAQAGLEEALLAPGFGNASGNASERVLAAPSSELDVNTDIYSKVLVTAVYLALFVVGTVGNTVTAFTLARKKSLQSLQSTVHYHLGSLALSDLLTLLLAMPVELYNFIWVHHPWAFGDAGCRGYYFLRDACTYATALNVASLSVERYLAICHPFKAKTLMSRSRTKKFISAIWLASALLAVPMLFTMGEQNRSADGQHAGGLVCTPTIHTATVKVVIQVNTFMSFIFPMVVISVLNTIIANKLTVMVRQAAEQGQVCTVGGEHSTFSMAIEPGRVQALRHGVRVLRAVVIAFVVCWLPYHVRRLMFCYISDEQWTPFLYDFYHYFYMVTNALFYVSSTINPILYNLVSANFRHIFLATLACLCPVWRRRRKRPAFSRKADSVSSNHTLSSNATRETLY
# TNAP activation fold: human TNAP enzyme activators, primary screen, biochemical, luminescent, no phosphate acceptor, uHTS (AID 1001) | hit rate 0.03% among 200,000 | purified TNAP, luminescent activation assay, no phosphate acceptor; higher activation fold means a stronger effect | activation fold at 20 µM, or EC50 in µM where a hit was titrated; in the data active = activation fold from about 3, or a potency from the dose series; inactive = the rest, 99 in 100 with activation fold below about 1.6; note: many of its hits are not listed in these tables
# RSV antiviral HEp-2: RSV antiviral activity via CPE protection, HEp-2 cells, primary 10 µM value included (AID 2391). hit rate 0.13% among 310,000. one-dose CPE inhibition, % at 10 µM; IC50 in µM for titrated hits. HEp-2 cells, RSV-induced CPE inhibition; higher % means a stronger effect; in the data active = a potency from the dose series; inconclusive = CPE inhibition mostly from about 23% at the one dose, without a potency; inactive = the rest, 99 in 100 with CPE inhibition below about 21%; note: strong numbers were not always called active
# MgcRacGAP inhibition: MgcRacGAP GTPase-activating activity inhibitors, confirmation, biochemical, ADP Hunter fluorescence; MgcRacGAP-stimulated Rac1 GTP hydrolysis, ADP Hunter fluorescence; higher % means a stronger effect; GST-tagged Rac1 F28L mutant substrate; one-dose inhibition, % at 30 µM; IC50 in µM for titrated hits; hit rate 0.6% among 340,000; AID 624330;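 active = first-screen hits whose inhibition reached a set limit at any dose in the follow-up dose series; inconclusive = inhibition above the set first-screen limit but never retested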;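 note: fluorescence reports GDP produced by GAP-driven GTP hydrolysis; strong numbers were not always called active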
# UTI89 phage lysis: protection from phage-mediated lysis, alamar blue read-out – E. coli UTI89, K1F phage, bacterial capsule biogenesis inhibitors (AID 488966); E. coli UTI89 K1F phage lysis, alamar blue, 2 h; higher % means a stronger effect; one-dose inhibition, % at 100 µM; IC50 in µM for titrated hits; hit rate 0.02% among 340,000;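 active = phage lysis inhibition, versus mean bacterial control, above a set limit; inconclusive = no clear call, values can overlap the other calls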;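 note: capsule biogenesis inhibitors block K1F phage lysis so surviving cells raise fluorescence; higher fluorescence means more inhibition of phage lysis; actives were called in the ten point dose series up to 300 µM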
# Myeloid diff MLP: promotes myeloid progenitor differentiation; calls only at 10 µM; ER-HoxA9 myeloid progenitors, lysozyme-GFP differentiation, flow cytometry; AID 624256; hit rate 1% among 360,000;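 active = normalized GFP-positive differentiation at or above the plate's own cutoff, the solvent-only control mean plus 3 SD; inconclusive = no clear call, values can overlap the other calls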;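 note: cells exposed to compound for four days before flow analysis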
# T cell HTS vesicle-bound %: further read-out of T cell HTS, marked with its call; double positive events, %; measured here: CD8+ vesicle-bound cell fraction;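 binding gate set so that unloaded-vesicle control wells show 10% double positive cells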
# NTR1 agonist cell count 20 µM: second read-out of NTR1 agonist, no call of its own (marks repeat the call); cell count; measured here: cell count, cytotoxicity flag
# Myeloid diff MLP GFP+ MAC1+ %: also measured in Myeloid diff MLP; calls as there; GFP+ MAC1+ double positive, %; measured here: differentiation confirmed by MAC1 staining
# * = called active by the depositor; i = inactive; ? = inconclusive; . = not tested or not shown; + = active, no number; & = joins results of further samples; [ ] = remark or other dose.
SMILES,MgcRacGAP inhibition,NTR1 agonist,Myeloid diff MLP GFP+ MAC1+ %,Myeloid diff MLP,TNAP activation fold,SV40 large T antigen,T cell HTS,NTR1 agonist cell count 20 µM,PhoP inhibition,RSV antiviral HEp-2,UTI89 phage lysis,T cell HTS vesicle-bound %
COc1ccc(NC(=S)Nc2cccnc2)c(OC)c1,5%,1.3,0.3,i,1.1,2%,i,30,-9%,0.7%,0.0%,9
Cc1ncc([N+](=O)[O-])n1CCN1C(=O)c2ccccc2C1=O,9%,-1.3,0.3,i,.,0%,i,67,6%,0.9%,0.8%[50 µM],21
COc1cc(Cl)c(C)cc1NC(=O)COC(=O)c1cc(SC)ccc1Cl,3%,3.3,0.8,i,1.1,5%,i,73,13%,0.6%,0.2%,44
Cc1cc(C(=O)N/N=C(\CCC(=O)O)c2cccs2)c2ccccc2n1,6%,-0.4,0.5,i,1.1,2%,i,68,-4%,0.4%,0.2%,20
OCC1(Cc2cccc(Cl)c2)CCCN(Cc2sc(N3CCCC3)nc2Cl)C1 (stereo not given),10%,11,0.4,i,1.1,14%,i,69,0%,-0.1%,0.6%,38
Cc1ccc(S(=O)(=O)NCC2CCCO2)cc1 (stereo not given),11%,-0.2,0.5,i,.,7%,i,55,6%,0.2%,-1.8%,57
CC(=O)Nc1cccc(OCC(=O)NS(=O)(=O)c2ccc(Cl)cc2)c1,-1%,-1.3,0.7,i,1.1,2%,i,47,-13%,1.6%,0.1%,58
CCC1(c2ccccc2)NC(=O)N(CC(=O)Nc2cccc(S(=O)(=O)N3CCCCC3)c2)C1=O (stereo not given),1%,1.8,0.5,i,.,.,.,66,.,.,-0.8%[50 µM],.
CN(CCO)c1cc(N(C)CCO)c([N+](=O)[O-])cc1[N+](=O)[O-],-3%,1.6,0.3,i,1,25%,i,86,-9%,-1.1%,-1.0%,55
Cc1[nH]c2ccc(C(=O)N3CCN(C)CC3)cc2c1C,8%,-0.8,5.2,i,.,25%,i,61,-1%,-0.1%,0.2%,9
CC1(C)Cc2c(cnn2-c2ccc(F)cc2)C(NC(=O)C2=NNC(=O)CC2)C1 (stereo not given),8%,0.0,0.6,i,.,10%,i,63,-1%,0.8%,1.2%,30
CCn1nc(C)cc1C(=O)N1CCCC(Nc2ccc(C(C)C)cc2)C1 (stereo not given),9%,0.9,3.2,i,.,.,.,63,.,.,-0.3%,.
O=c1[nH]ncc(N/N=C\c2ccncc2)c1Cl,9%,-0.8,.,?,1.1,10%,i,78,7%,11%,0.0%,57
O=C(CSc1nnc2scc(-c3ccc(Cl)cc3)n12)NCc1ccc2c(c1)OCO2,6%,0.6,0.9,i,1,0%,i,65,14%,0.8%,0.1%,27
COc1ccc(CNc2nc3nc(C)c(Cl)c(=O)n3[nH]2)cc1,1%,0.1,0.3,i,.,6%,i,63,-12%,1.0%,0.0%,30
O=S(=O)(Nc1ccc(-n2cnnn2)cc1)c1cccc(F)c1,12%,0.7,0.7,i,.,.,.,70,.,.,1.2%[50 µM],.
CC(C)C(=O)Nc1nc2ccc(S(C)(=O)=O)cc2s1,6%,0.5,1.0,i,1,-6%,i,70,8%,0.8%,0.3%,62
NNC(=O)c1csc(-c2ccc(C(F)(F)F)cc2Cl)n1,13%,1.2,0.4*,+,.,14%,i,51,-10%,8.3%,4.0%,50
CCc1ccc(-n2c(SCc3c(C)noc3C)nnc2-c2ccncc2)cc1,9%,-0.2,0.3,i,1.1,28%,i,56,0%,1.4%,0.4%,18
COc1cccc(-c2nc(CS(=O)(=O)CC(=O)NC3CCCCC3C)c(C)o2)c1 (stereo not given),-6%,1.4,.,?,.,5%,i,56,14%,20%,0.3%,4
CSc1nc(-c2ccc(C)cc2)nc(N)c1C#N,3%,6.6,0.9,i,.,5%,i,45,-1%,38%,-1.4%,10
C/C(=N\S(=O)(=O)c1ccc(C)cc1)N1CCN(S(=O)(=O)c2ccccc2)C1,-2%,14,1.1,i,1,17%,i,84,8%,-0.8%,-0.1%,21
C[n+]1cccc2c(Br)ccc([O-])c21,10%,-0.3,1.2,i,.,11%,i,69,-20%,1.8%,1.5%,31
COc1ccc(C(=O)N2CCCC(CNC(=O)c3ccc(F)cc3)C2)cc1OC (stereo not given),4%,2.4,0.5,i,.,10%,i,42,0%,-0.1%,0.4%,7
Cc1cc2nc(C(F)(F)F)cc(-c3cccs3)n2n1,0%,1.3,0.5,i,1.1,7%,i,31,3%,4.6%,-0.1%,29
Cn1c(=S)ccc2ccccc21,5%,0.1,0.2,i,1.1,7%,i,50,11%,-1.6%,1.0%,38
COC(=O)C1=C(C)N(c2ccc(Br)cc2)C(=O)/C1=C\c1ccco1,8%,3.3,0.4,i,0.9,6%,i,45,14%,2.9%,0.2%,36
O=C(Cc1n[nH]c(=O)c2ccccc12)OCC(=O)c1ccc(F)c(F)c1,3%,-0.3,1.9,i,.,7%,i,63,0%,-1.2%,0.4%[50 µM],42
COC(=O)c1ccc(CSc2nnc(C)s2)cc1,6%,-0.6,1.2,i,1,4%,i,55,-5%,0.3%,0.2%,10
OCCC1CN(CCCc2ccccc2)CCN1Cc1ccc(F)cc1 (stereo not given),11%,4.2,.,.,.,10%,i,52,-2%,-0.7%,0.3%,18

# A different layout for part of the listing above:
# Fields – MgcRacGAP inhibition, NTR1 agonist, Myeloid diff MLP GFP+ MAC1+ %, Myeloid diff MLP, TNAP activation fold, SV40 large T antigen, T cell HTS, NTR1 agonist cell count 20 µM, PhoP inhibition, RSV antiviral HEp-2, UTI89 phage lysis, T cell HTS vesicle-bound %
> CC(C)C(=O)Nc1nc2ccc(S(C)(=O)=O)cc2s1
 : 6%, 0.5, 1.0, i, 1, -6%, i, 70, 8%, 0.8%, 0.3%, 62
> NNC(=O)c1csc(-c2ccc(C(F)(F)F)cc2Cl)n1
 : 13%, 1.2, 0.4*, +, ., 14%, i, 51, -10%, 8.3%, 4.0%, 50

# Next part.
SMILES,MgcRacGAP inhibition,NTR1 agonist,Myeloid diff MLP GFP+ MAC1+ %,Myeloid diff MLP,TNAP activation fold,SV40 large T antigen,T cell HTS,NTR1 agonist cell count 20 µM,PhoP inhibition,RSV antiviral HEp-2,UTI89 phage lysis,T cell HTS vesicle-bound %
CC(C)CCSc1nc2c(c(=O)[nH]c(=O)n2C)n1CCCc1ccccc1,3%,37,2.0,i,2.3,1%&5%,i,51,5%,8.4%,-2.3%,26
CCOC(=O)C1=C(N)Oc2cc(O)ccc2C1c1cccnc1 (stereo not given),12%,7.3,0.7,i,1.1,24%,i,92,0%,-0.3%,0.1%,58
C=CCn1c(SC(C)C(=O)NCCC2=CCCCC2)nc2ccccc2c1=O (stereo not given),11%,2.4,1.0,i,0.8,1%,i,32,11%,-0.9%,0.1%,37
COC(=O)CSc1nnc(SCc2ccc(OC)cc2)s1,-3%,-0.1,0.6,i,1.1,1%,i,59,-6%,1.3%,0.9%[50 µM],41
CN(C)c1cccc(C(=O)NCC2CCCO2)c1 (stereo not given),8%,-0.6,1.0,i,1.1,5%,i,39,-9%,1.9%,0.2%,39
COc1ccc(OC)c(NC(=O)c2c3c(nc4ccccc24)CCC3)c1,10%,1.5,5.8,i,1,-1%,i,79,14%,.,-0.9%,10
CSc1ccccc1NC(=O)c1cc(Cl)sc1Cl,11%,0.7,1.0,i,.,3%,i,62,1%,6.3%,0.0%,56
Cc1cccc(N2CCN(CC(=O)NCC3CCCCC3)CC2)c1C,21%,0.1,1.4,i,1,7%,i,43,2%,5.3%,4.7%,13
CCCCCCCCCCCC(=O)NC(C(=O)O)C(O)c1ccccc1 (stereo not given),6%,-0.7,0.5,i,1.1,2%,i,51,1%,2.3%,-0.2%,46
COc1ccc(S(=O)(=O)NCC(c2cccnc2)N2CCN(Cc3ccccc3)CC2)cc1C (stereo not given),6%,0.8,0.2,i,.,14%,i,62,-6%,2.1%,-0.1%,11
O=[N+]([O-])c1cc(C(F)(F)F)ccc1N1CCC(O)CC1,0%,0.6,0.4,i,1,1%,i,58,7%,20µM*,-0.5%,42
Cc1ccc(S(=O)(=O)N2CCCCC2)cc1C(=O)N1CCCC1,8%,0.1,0.6,i,.,6%,i,67,-7%,0.7%,2.2%[50 µM],66
CCCCOc1ccc(C(C)NC(=O)CCS(=O)(=O)Cc2ccc(C)cc2)cc1 (stereo not given),5%,-0.3,0.3,i,1.1,18%,i,64,5%,4.7%,0.6%,30
O=C(CSc1nnc(-c2ccccc2)o1)NC1CCCCC1,4%,0.0,0.3,i,1.1,-7%,i,67,3%,2.6%,0.9%,40
CCOC(=O)Cc1csc(NC(=O)CSc2ncnc3c2cnn3-c2ccc(OC)cc2)n1,11%,2.5,.,.,1.1,0%,i,49,-22%,0.0%,-0.1%,45
CCCCNc1nc2c(S(=O)(=O)c3ccccc3)nnn2c2ccccc12,2%,-1.1,1.6,i,1.1,7%,i,95,5%,1.2%,-0.6%,33
CCCN(CCC)c1ncnc2c1cnn2-c1ccc(OC)cc1,3%,2.8,1.1,i,1.1,11%,i,52,16%,3.0%,0.4%,40
CCOC(=O)/C(=C/c1ccc(OC(=O)c2ccncc2)cc1)C(C)=O,10%,0.5,0.3,i,0.9,32%,i,40,3%,-0.6%,-0.4%,18
Cc1ccc(CNC(=O)CN2C(=O)NC3(CC(C)CC(C)(C)C3)C2=O)cc1 (stereo not given),5%,-2.4,0.7,i,.,.,i,65,.,1.0%,0.4%[50 µM],39
CC(NC(=O)Nc1ccccc1O)(C(F)(F)F)C(F)(F)F,32%,0.3,0.4*,+,1,10%,i,59,16%,0.6%,0.7%,28
COc1cc(CNC(=O)CCCC/C=C/C(C)C)ccc1O,17%,3.1,1.8,i,.,36%,i,76,1%,1.0%,1.3%,18
CC(C)C(=O)Nc1ccc(C(=O)Nc2ccc(Br)cc2F)cc1,5%,-0.6,0.1,i,1.1,4%,i,48,-1%,-0.5%,0.4%,55
Cc1ccc(C)c(OCCC(=O)OCC(=O)c2c(N)n(C)c(=O)n(C)c2=O)c1,1%,2.3,0.4,i,.,3%,i,97,-8%,0.8%,1.2%[50 µM],41
CCCC(=O)N(Cc1cc2cccc(C)c2[nH]c1=O)c1ccccc1OC,3%,1.2,5.8,i,1,7%,i,57,-11%,3.7%,0.2%,32
